Screens deposited in PubChem by National Center for Advancing Translational Sciences (NCATS).
KCNH2 WT inh: KCNH2 (human, wildtype) channel inhibition | Q12809 | U2OS, BacMam KCNH2, thallium flux FluxOr; active compounds read low | activity change, % at 1.84 µM | 0.37% of 340,000 active | AID 720551;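 active means maximum activity change below -70%; inconclusive means maximum activity change between -70% and -50%; inactive means maximum activity change above -50%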; further: on the % scale 0 is the no-effect control and ±100 the full control effect
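U2OS cells transduced with wild-type KCNH2 virus are loaded with FluxOr dye for 45 min, and thallium flux is measured in kinetic reads before and after stimulation buffer. Rate constants are normalized to DMSO controls.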
AT treatment: candidate therapy for ataxia-telangiectasia. […] A-T fibroblasts, KAP-1 phosphorylation AlphaLISA; neocarzinostatin DNA damage 30 min before lysis. Potency, µM (titrated, usually from 57.5 µM), for inactives: at the top dose activation, actives largely listed as activators. 0.19% of 320,000 active; further: potency means the concentration at half of the fitted maximal effect; % of control where 0% means no effect; nearly all actives have a fitted effect of over 45% in size
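hTERT-immortalized A-T patient fibroblasts ([…]), 500 cells/well in OPTI-MEM, 1% FBS, got compounds for 60 min, then NCS for 30 min at 37C. Lysates were then assayed for phospho-KAP-1 by AlphaLISA (anti-pKAP1 donor, anti-KAP1 acceptor beads), 6 hr at 25C.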
KCNH2 3.1 block: KCNH2 3.1 (human) potassium channel inhibition; U2OS KCNH2 3.1, thallium flux FluxOr; active compounds read low; activity change, % (tested at about 1.8 µM); 0.95% of 340,000 active; AID 720553;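 active means maximum activity change below -70%; inconclusive means maximum activity change from -70% to -50%; inactive means maximum activity change above -50%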;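 further: thallium influx rate constant from kinetic fluorescence after stimulation buffer; on the % scale 0 is the no-effect control and ±100 the full control effect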
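Thallium flux read-out: FluxOr dye with Red40 quencher in HBSS/HEPES, 45 min at RT. Rate constants from kinetic reads were normalized to positive and negative DMSO controls. Cells: U2OS virally expressing the 3.1 isoform.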
Coupling enz: counter-screen for Giardia aldolase inhibitors: coupling enzyme system; coupling enzyme system counterscreen, AmpLite Red fluorescence; AID 2472; activity change, negative = inhibition, % at 58.2 µM, hits read low; 0.67% of 290,000 active; in the data active means activity change below about -30%; further: on the % scale 0 is the no-effect control and ±100 the full control effect
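Final compound at 57.5 uM, incubated 10 min at RT with coupling enzyme reagent (glyceraldehyde-3-phosphate), then 20 min with substrate and AmpLite Red detection. Fluorescence read at 525/598 nm; tests interference with the coupling assay, not aldolase inhibition.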
MBNL1-CUG inh: inhibitors of human MBNL1 binding to CUG repeat RNA; Q9NR56; TR-FRET MBNL1-His/biotin-(CUG)12 binding, 665/545 ratio; Potency, µM (doses to about 57.5 µM), inactives show at the top dose activity change, negative = inhibition, hits mostly inhibitors; 0.036% of 280,000 active; active means well fitted inhibition curve with a large enough effect in the signal ratio, with a control signal flat, not every such curve was filed as active; inconclusive means small, poorly fitted or top-dose-only effect, or effect the other way, or a change in a side signal; inactive means no such curve, though single readings can be large or run the other way; the % refers to the signal ratio; further: potency means the concentration at half of the fitted maximal effect; on the % scale 0 is the no-effect control and ±100 the full control effect
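MBNL1-His + Biotin-(CUG)12, cpd titration 92 nM–58 uM; Tb anti-His Ab 0.055 ng/ul, SA-XL665 5 nM (final); 60 min RT; ratiometric 665/545 nm, Ex 340 nm; normalized to buffer and full-complex controls.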
Integrin act MD: activators of alpha7 integrin expression for muscular dystrophy; alpha7betagal myoblasts, beta-gal FDG fluorescence, 48 h; Potency, µM (doses to about 38.3 µM), without a hit: at the highest dose activation, most hits filed as activators; 0.064% of 350,000 active;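 further: potency means the concentration at half of the fitted maximal effect; 100% = response of the positive control SU9516; nearly all actives have a fitted effect of over 60% in size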
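alpha7betagal+/- myoblasts (passage 13, 250/well) treated 48 h at 37C with compounds at 1:260 dilution of DMSO stock. Lysed, then beta-galactosidase activity read as FDG fluorescence (ex 480/em 540) after 30 min, with pre-read for autofluorescence.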
CXXC DNA block: inhibitors of human MLL CXXC domain-DNA interaction; Q03164; MLL-CXXC / FITC-HOXA9 DNA fluorescence polarization; 0.037% of 290,000 active; Potency, µM (doses to about 115 µM), without a hit: top-dose activity change, negative = inhibition, most hits filed as inhibitors; active means well fitted inhibition curve with a large enough effect in the polarisation, with a control signal flat, not every such curve was filed as active; inconclusive means small, poorly fitted or top-dose-only effect, or effect the other way, or a change in a side signal; inactive means no such curve, though single readings can be large or run the other way; the % refers to the polarisation; further: potency means the concentration at half of the fitted maximal effect
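Steps: dispense CXXC domain solution (7 uM) → pin compounds or unlabeled HOX-A9 DNA control → 5 min ambient → add FLSN-HOX-A9 solution (50 nM) → spin → 30 min ambient → fluorescence polarization. Tris pH 7.5/NaCl/DTT/BSA buffer.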
GALK inh: blocks human galactokinase activity; Potency, µM (top dose mostly 57.5 µM), inactives show top-dose activity change, negative = inhibition, hits mostly inhibitors; 0.007% of 270,000 active; P51570; Purified GALK, Kinase-Glo residual ATP luminescence; further: potency means the concentration at half of the fitted maximal effect; on the % scale 0 is the no-effect control and ±100 the full control effect
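Human GALK (5 nM) with 35 uM ATP and 100 uM galactose in 20 mM HEPES pH 8.0, 5 mM MgCl2, 60 mM NaCl, 1 mM DTT, 0.01% BSA. After 1 h at room temperature, leftover ATP was read by Kinase-Glo Plus luminescence.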
TRPV1 ag: activates the human vanilloid receptor TRPV1; 0.19% of 320,000 active; AID 540275; Q8NER1; activation, % at 8.33 µM; TRPV1-expressing cells, Fluo-8 calcium influx, agonist mode; in the data active means activation above about 80%; inconclusive means between about 30% and that limit; further: 0% is about no effect
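TRPV1-expressing cells were cultured overnight at 35.5C and loaded with Fluo-8 calcium dye for 40 to 90 min at room temperature. After a 10 s baseline, compound was added and calcium influx was read kinetically for 3 min (ex 480/em 520 nm).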
ASM inhibitor: inhibitors of human secretory acid sphingomyelinase; Potency, µM (doses to about 57.5 µM), for the others: at the highest dose activity change, negative = inhibition, usual class: inhibitors; placental ASM, HMU-PC fluorogenic substrate, 60 min; AID 504937; P17405; 0.006% of 340,000 active; further: potency means the concentration at half of the fitted maximal effect
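qHTS format. ASM enzyme prepared from human placenta hydrolyses the fluorogenic substrate HMU-PC0 (9 uM final) over 60 min at 37 °C after a 10 min compound preincubation.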
* marks the source's active call; other numbers are inactive results; ? = inconclusive; . = no result given; [ ] = remark or other dose. Unless noted, the call rests on the fitted dose curve; in most records, active means well fitted curve in the direction sought with a large enough effect; inconclusive means small, poorly fitted or top-dose-only effect, or another doubt; inactive means no such curve, though single readings can be large; an effect the other way counts as inactive or inconclusive.

SMILES	KCNH2 WT inh	AT treatment	KCNH2 3.1 block	Coupling enz	MBNL1-CUG inh	Integrin act MD	CXXC DNA block	GALK inh	TRPV1 ag	ASM inhibitor
COc1ccc2oc(C(=O)N3CCN(c4ncccn4)CC3)c(C)c2c1	-14	5%	-23	4	-6%	31%	2%	5%	7	-2%
CN(C(=O)COc1cc(=O)n(C)c2ccccc12)c1cccc(Cl)c1	-7	0%	-1	0	9%	21%	-11%	2%	22	-2%
Cc1ccc(NS(=O)(=O)c2ccc(C(=O)N3CCCN(C)CC3)cc2)cc1	-8	6%	12	1	-5%	-10%	-2%	-2%	2	2%
CCn1cc(C(=O)NCCC2=CCCCC2)c(=O)c2cc(S(=O)(=O)N(C)C)ccc21	-13	0%	-3	1	-1%	-5%	-4%	0%	?	?
CC(C)c1nnc(NC(=O)CCC(=O)NCc2ccc3c(c2)OCO3)s1	-1	2%	-3	0	-12%	-16%	-1%	1%	-3	4%
CCn1c(=O)c2cc(C(=O)NCC(OC)OC)sc2c2ccccc21	-1	-14%	-6	-1	?	17%	-1%	-3%	3	6%
Cc1ccc(S(=O)(=O)Oc2ccc(C(c3c(C)[nH][nH]c3=O)c3c(C)[nH][nH]c3=O)cc2)cc1	-21	3%	11	-26	-2%	6%	2%	-3%	1	4%
O=C(CN1CCN(S(=O)(=O)c2cc(Br)ccc2Br)CC1)NCc1ccccc1Cl	14	.	-27	.	.	-4%	.	.	.	-1%

Some of these compounds in order of SMILES length, ascending:
SMILES	KCNH2 WT inh	AT treatment	KCNH2 3.1 block	Coupling enz	MBNL1-CUG inh	Integrin act MD	CXXC DNA block	GALK inh	TRPV1 ag	ASM inhibitor
COc1ccc2oc(C(=O)N3CCN(c4ncccn4)CC3)c(C)c2c1	-14	5%	-23	4	-6%	31%	2%	5%	7	-2%
CC(C)c1nnc(NC(=O)CCC(=O)NCc2ccc3c(c2)OCO3)s1	-1	2%	-3	0	-12%	-16%	-1%	1%	-3	4%
CCn1cc(C(=O)NCCC2=CCCCC2)c(=O)c2cc(S(=O)(=O)N(C)C)ccc21	-13	0%	-3	1	-1%	-5%	-4%	0%	?	?

Next structures follow.
SMILES	KCNH2 WT inh	AT treatment	KCNH2 3.1 block	Coupling enz	MBNL1-CUG inh	Integrin act MD	CXXC DNA block	GALK inh	TRPV1 ag	ASM inhibitor
Cc1ccc(C(=O)CSc2nc3ccc(C(=O)NCCN4CCCCC4)cc3c(=O)[nH]2)cc1	0	-6%	8	-3	-6%	?	7%	-1%	2	17%
Cc1ccc(C)c(N(C)C(=O)c2coc(=O)c3ccccc23)c1	-1	-1%	7	-3	-9%	18%	-5%	-4%	-1	4%
CC(C)n1nc(C(=O)Nc2nnc(C3CC3)s2)c2ccccc2c1=O	-8	-1%	4	-2	7%	-2%	1%	0%	12	-1%
CNC(=S)N1CCN(c2nc3ccccc3s2)CC1	-14	-3%	16	4	1%	15%	9%	4%	?	0%
CC(=O)N[C@@H](Cc1c[nH]c2ccccc12)C(=O)OCC(=O)NCc1ccc2c(c1)OCO2	1	31%	-14	0	-4%	-19%	5%	-1%	1	-2%
Nc1ccc(C(=O)Nc2ccc3nc(-c4ccncc4)[nH]c3c2)cc1	-1	4%	-32	-1	0%	?	13%	-1%	3	0%
NC(=O)c1ccccc1OCC(=O)N1CCc2ccccc2C1	16	-2%	1	1	3%	-1%	0%	0%	16	7%
Cc1onc(-c2ccccc2)c1C(=O)NCc1ccc2c(c1)OCO2	-13	-16%	-8	2	-26%	-10%	17%	8%	0	1%

Other records follow:
Key to letters: A = KCNH2 WT inh; B = AT treatment; C = KCNH2 3.1 block; D = Coupling enz; E = MBNL1-CUG inh; F = Integrin act MD; G = CXXC DNA block; H = GALK inh; I = TRPV1 ag; J = ASM inhibitor
COc1ccccc1NC(=O)c1csc2c1CCC(C)C2 (configuration not stated)
  A = -31	B = 10%	C = 21	D = 0	E = 15%	F = ?	G = -4%	H = 1%	I = -6	J = -6%
CCCC1(C(=O)OCC)NC(c2ccc(O)cc2)C2C(=O)N(c3ccc4c(c3)OCCO4)C(=O)C21 (configuration not stated)
  A = -4	B = 3%	C = 3	D = 7	E = 0%	F = 3%	G = 6%	H = -1%	I = 4	J = 3%
Cc1ccc(-c2cc(C(=O)N/N=C/c3ccco3)[nH]n2)cc1
  A = -4	B = 0%	C = -6	D = 0	E = 26%	F = 25%	G = 8%	H = -3%	I = 12	J = -2%
COc1ccc(-n2c(C)cc(C(=O)CN3C(=O)NC4(CCCc5sccc54)C3=O)c2C)cc1 (configuration not stated)
  A = 5	B = -12%	C = -3	D = -1	E = 7%	F = -36%	G = 11%	H = -2%	I = 1	J = -2%
C/C(=N\N1CCN(c2ccc(Cl)cc2)CC1)c1ccco1
  A = 16	B = -11%	C = 7	D = 4	E = 12%	F = -2%	G = 9%	H = 1%	I = 3	J = 5%
Cc1c(/C=N/N2C(=O)C3C4C=CC(C4)C3C2=O)c2ccccc2n1C (configuration not stated)
  A = -16	B = -2%	C = 2	D = 0	E = -7%	F = 15%	G = 7%	H = .	I = 8	J = -2%
CCOC(=O)CCN(Cc1ccccc1)S(=O)(=O)c1csc(C(N)=O)c1
  A = 1	B = 10%	C = -35	D = .	E = 0%	F = -6%	G = 9%	H = -2%	I = 2	J = -3%
C[C@H](CO)N1C[C@H](C)[C@@H](CN(C)Cc2ccc(C(=O)O)cc2)Oc2ccc(NS(=O)(=O)c3cn(C)cn3)cc2C1=O
  A = 2	B = 0%	C = -2	D = .	E = .	F = 0%	G = .	H = .	I = .	J = 3%
CC(=O)N1CCN(C(=O)c2ccc(S(=O)(=O)Nc3ccccc3C)cc2)CC1
  A = -2	B = 0%	C = -4	D = .	E = .	F = -11%	G = .	H = .	I = -6	J = 2%
O=C(Nc1ccccc1C(=O)O)c1cc(S(=O)(=O)Nc2ccccc2)ccc1Cl
  A = 0	B = 30%	C = 4	D = 6	E = -20%	F = 11%	G = -23%	H = 4%	I = -3	J = 9%
COc1ccc(C2=NOC(Cn3nc(C(=O)NCc4ccc(OC(F)(F)F)cc4)cc3-c3ccccc3)C2)cc1 (configuration not stated)
  A = 10	B = 15%	C = -12	D = .	E = .	F = 18%	G = .	H = .	I = -1	J = -3%
O=C(O)CSc1nnc(Cc2cccc3ccccc23)n1-c1cc(C(F)(F)F)cc(C(F)(F)F)c1
  A = 4	B = 1%	C = 18	D = 10	E = .	F = 4%	G = 2%	H = -1%	I = 8	J = 14%
Cc1noc(C)c1C(=O)N1CCc2ccccc2C1
  A = -30	B = 2%	C = -16	D = 0	E = -9%	F = 8%[7.66 µM]	G = -3%	H = 3%	I = -1	J = 4%
Cc1ccc(C2(c3noc(CN(C)Cc4ccccn4)n3)CCCC2)cc1
  A = -9	B = 8%	C = 2	D = -1	E = 11%	F = -10%	G = -12%	H = -2%	I = 30	J = 1%
O=C(/C=C/c1ccccc1)NNC(=O)c1cccs1
  A = 3	B = -3%	C = -1	D = 1	E = 16%	F = 48%	G = -23%	H = 6%	I = 0	J = -4%

Structures above containing a halogen, in the order listed:
Key to letters: A = KCNH2 WT inh; B = AT treatment; C = KCNH2 3.1 block; D = Coupling enz; E = MBNL1-CUG inh; F = Integrin act MD; G = CXXC DNA block; H = GALK inh; I = TRPV1 ag; J = ASM inhibitor
CN(C(=O)COc1cc(=O)n(C)c2ccccc12)c1cccc(Cl)c1
  A = -7	B = 0%	C = -1	D = 0	E = 9%	F = 21%	G = -11%	H = 2%	I = 22	J = -2%
O=C(CN1CCN(S(=O)(=O)c2cc(Br)ccc2Br)CC1)NCc1ccccc1Cl
  A = 14	B = .	C = -27	D = .	E = .	F = -4%	G = .	H = .	I = .	J = -1%
C/C(=N\N1CCN(c2ccc(Cl)cc2)CC1)c1ccco1
  A = 16	B = -11%	C = 7	D = 4	E = 12%	F = -2%	G = 9%	H = 1%	I = 3	J = 5%
O=C(Nc1ccccc1C(=O)O)c1cc(S(=O)(=O)Nc2ccccc2)ccc1Cl
  A = 0	B = 30%	C = 4	D = 6	E = -20%	F = 11%	G = -23%	H = 4%	I = -3	J = 9%
COc1ccc(C2=NOC(Cn3nc(C(=O)NCc4ccc(OC(F)(F)F)cc4)cc3-c3ccccc3)C2)cc1 (configuration not stated)
  A = 10	B = 15%	C = -12	D = .	E = .	F = 18%	G = .	H = .	I = -1	J = -3%
O=C(O)CSc1nnc(Cc2cccc3ccccc23)n1-c1cc(C(F)(F)F)cc(C(F)(F)F)c1
  A = 4	B = 1%	C = 18	D = 10	E = .	F = 4%	G = 2%	H = -1%	I = 8	J = 14%
